Rad51 HR inh: Rad51 (human) homologous recombination inhibition | inhibition, % at 10 µM | hit rate 0.085% among 200,000 | Q06609 | hRad51 DNA strand exchange, fluorescence dequenching;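 active = inhibition above 40% at the single screening dose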;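 note: 0% = DMSO control wells and 100% = blanks with heterologous ssDNA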
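material = hRad51 filaments on single-stranded DNA | timing = filaments 15 min 37 °C, then compound 30 min | signal = FRET fluorescence dequenching, excitation 485 nm, emission 520 nm | benchmarks = control wells and blank wells on each plate | evaluation = percent inhibition relative to plate controls and blanks | compound = 10 µM final, single point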
Mdm2 ligase inh: Mdm2 E3 ligase (human) inhibition | Q00987 | cell-based MDM2 ubiquitination luciferase reporter, 2 h; 0 = plate control, 100 = twice control, blank-subtracted | signal enhancement, % at 5 µM | hit rate 0.11% among 210,000;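 active = signal enhancement of 30% or more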;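 note: luminescence tracks abundance of the self-degrading MDM2-luciferase fusion protein; higher signal means inhibition of MDM2 E3 ligase activity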
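Material: stable MDM2–luciferase fusion reporter cells / Quantity: 2000 cells/well / Dosing: single 5 µM compound dose, 0.2% final DMSO / Buffer or medium: DMEM / Schedule: 4 h cell settling then 2 h compound exposure, 37 °C / Detection: luminescence with SteadyLite reagent, 15 min at room temperature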
Cl transport mod: modulators of human KCC2 chloride dependent transport; Q9H2X9; KCC2 cells, thallium flux FluoZin-2 fluorescence; B-score of Tl+ flux slope (higher = more flux/activation; lower = inhibition) at 10 µM; hit rate 2.2% among 190,000;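 active = thallium flux slope and its plate-corrected score both differing from the plate sample mean at a set confidence after two filtering rounds, in either direction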;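 note: slope of fluorescence scaled to starting intensity during 10 to 20 s after thallium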
Target sequence (Q9H2X9 whole entry, looked up): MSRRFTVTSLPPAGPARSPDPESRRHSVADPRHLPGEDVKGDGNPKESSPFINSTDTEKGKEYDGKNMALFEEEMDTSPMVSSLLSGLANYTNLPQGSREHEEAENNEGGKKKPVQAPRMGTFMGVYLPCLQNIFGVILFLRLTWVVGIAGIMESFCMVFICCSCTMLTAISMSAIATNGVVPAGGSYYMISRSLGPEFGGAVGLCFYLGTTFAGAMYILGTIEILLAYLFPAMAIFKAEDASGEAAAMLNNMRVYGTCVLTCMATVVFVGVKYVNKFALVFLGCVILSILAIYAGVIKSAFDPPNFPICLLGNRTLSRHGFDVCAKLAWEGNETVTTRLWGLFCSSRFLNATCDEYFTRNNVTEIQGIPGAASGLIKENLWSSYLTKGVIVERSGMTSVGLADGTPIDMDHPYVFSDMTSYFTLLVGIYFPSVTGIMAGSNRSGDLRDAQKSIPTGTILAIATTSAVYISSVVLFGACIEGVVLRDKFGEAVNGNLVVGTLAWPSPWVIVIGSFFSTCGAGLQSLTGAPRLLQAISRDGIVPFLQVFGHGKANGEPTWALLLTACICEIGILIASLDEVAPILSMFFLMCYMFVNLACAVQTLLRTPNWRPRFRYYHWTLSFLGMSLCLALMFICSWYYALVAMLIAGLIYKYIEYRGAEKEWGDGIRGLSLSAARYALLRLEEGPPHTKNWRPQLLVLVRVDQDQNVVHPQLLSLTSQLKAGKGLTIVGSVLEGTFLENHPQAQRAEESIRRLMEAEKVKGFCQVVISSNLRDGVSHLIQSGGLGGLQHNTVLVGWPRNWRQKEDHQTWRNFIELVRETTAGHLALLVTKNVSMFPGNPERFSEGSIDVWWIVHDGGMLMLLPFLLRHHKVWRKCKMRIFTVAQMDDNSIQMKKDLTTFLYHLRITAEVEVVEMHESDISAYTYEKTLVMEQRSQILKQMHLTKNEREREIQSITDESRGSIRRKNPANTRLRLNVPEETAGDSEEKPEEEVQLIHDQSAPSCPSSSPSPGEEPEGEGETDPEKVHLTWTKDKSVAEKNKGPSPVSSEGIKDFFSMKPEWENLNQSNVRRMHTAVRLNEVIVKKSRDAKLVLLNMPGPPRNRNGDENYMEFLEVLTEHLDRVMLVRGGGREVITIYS
TNF death inh: TNF-alpha cell death inhibition in Jurkat FADD-/- cells; AID 463075; hit rate 0.068% among 220,000; Jurkat FADD-/- TNF necroptosis rescue, ATP luminescence, 24 h; 0 = TNF only, 100 = no-TNF cells; activation (protection from cell death), % at 10 µM;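 active = activation, meaning protection from cell death, of at least 50% relative to plate controls; inactive = activation below 50%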;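 note: necroptosis triggered by 40 ng/mL TNF-alpha added together with compound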
Calpain2 inh: blocks pig calpain II enzyme activity | purified calpain II, fluorogenic peptide substrate, 30 min | inhibition, % at 16 µM | hit rate 0.37% among 220,000;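 active = inhibition above about 50%, limit read from the data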
PERK inhibitor: inhibitors of human PERK kinase | inhibition, % at 5.6 µM | hit rate 0.17% among 220,000 | CHO PERK-DD fusion, SEAP luminescence translation reporter;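 active = inhibition above the mean inhibition of all tested compounds plus 3 SD, set separately per screening campaign, cut at about 2.9% in these data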;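 note: PERK kinase domain activated by AP20187 dimerizer at 100 nM; 0% = DMSO with dimerizer and 100% = rapamycin at 8.4 µM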
EBV gp42 block: inhibitors of Epstein-Barr virus glycoprotein 42 | Fluorescence polarization binding assay, mP read-out | hit rate 0.42% among 220,000 | Q1HVG2 | inhibition, % (tested at 21.74 µM) | AID 1085; in the data active = inhibition above about 50%
L929 necroptosis: blocks zVAD induced death of L929 cells | viability rescue, % at 10 µM | hit rate 0.38% among 220,000 | AID 1377 | L929 zVAD necroptosis rescue, ATP luminescence, 24 h; with zVAD 60 µM;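 active = activation, scaled between plate controls, above about 75%, limit read from the data; inactive = activation under that limit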;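 note: 0% = zVAD with DMSO and 100% = DMSO alone without zVAD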
eIF4E 4G PPI: inhibitors of eIF4E and eIF4G interaction in translation initiation; P63073+Q04637; inhibition, % at 21.7 µM; hit rate 0.37% among 220,000; TR-FRET eIF4E-eIF4GI(517-606) binding, 2 h;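 active = inhibition above about 30%, limit read from the data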;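 note: 0% = full FRET control wells and 100% = background wells lacking eIF4GI fragment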
An asterisk follows results filed as active; . = no result given; [ ] = dose if it differs, or a comment.

SMILES | Rad51 HR inh | Mdm2 ligase inh | Cl transport mod | TNF death inh | Calpain2 inh | PERK inhibitor | EBV gp42 block | L929 necroptosis | eIF4E 4G PPI
COC(=O)CCc1nc2cc(Cl)ccc2n(Cc2ccccc2)c1=O | . | -13 | 0.23 | 0.7 | -20 | 0.4 | -16 | 0.6 | 4
Cc1cc(C)c2nc(N3CCCC(C(=O)NCCCN4CCOCC4)C3)sc2c1 (centres undefined) | 0 | -19 | -0.51 | -3.2 | -37 | -1.3 | -6 | -0.6 | 1
COc1cc2c(C(=O)NCc3ccc(C)o3)cn(CC(C)C)c(=O)c2cc1OC | 2 | -5 | . | -2.8 | 5 | -0.3 | -9 | 1.4 | -3
N#CC1(c2nc3ccccc3[nH]2)CC1c1ccc2c(c1)OCO2 (centres undefined) | 8 | -26 | -2 | -0.3 | 4 | -0.2 | -25 | -0.3 | 9
CCNC(=S)N1CCn2c(nc3ccccc32)C1 | 8 | -8 | -0.38 | 3.6 | 1 | 0.1 | -12 | 0.7 | 3
O=C(NC1CC1)C1=C[C@@H](C2CC2)C[C@@H](OCc2ccc(CO)cc2)O1 | 7 | 3 | 0.48 | 1.1 | -10 | . | -8 | 1.3 | 34*
Cc1cccc(C(=O)NC2CCN(S(=O)(=O)c3ccccc3)CC2)c1 | -9 | -22 | -0.23 | -0.2 | 15 | 0.2 | -8 | -0.5 | 2
Cc1ccc(C)c(-c2csc(N/N=C/c3ccco3)n2)c1 | 13 | -22 | 0.018 | 2.0 | -58 | 0.8 | 9 | 6.5 | -4
O=C(c1ccc(Cl)s1)N1CCN(c2ccccc2)CC1 | -4 | -27 | -0.22 | -2.7 | 6 | 0.6 | 17 | 0.8 | -3
COc1cc(OC)cc(C(=O)NN2CCCCC2)c1 | 2 | -12 | . | -0.5 | -39 | 1.2 | 1 | -0.3 | 1[fluorescence artefact?]
CCOC(=O)C1(Cc2cccc(OC)c2)CCCN(Cc2cnn(C)c2)C1 (centres undefined) | . | -18 | . | 0.0 | -3 | 0.1 | -5 | -0.7 | 4
COc1ccc(NC(=O)c2ccc(-c3ccc([N+](=O)[O-])cc3)o2)cc1 | 8 | -2 | -0.07 | 1.2 | 16 | -0.1 | 2 | 4.4 | 8
O=C(CSc1nnc(-c2ccc(Cl)s2)o1)N1CCCc2ccccc21 | 14 | -19 | -0.077 | 2.0 | 16 | -0.5 | -29 | 0.3 | 0
CC1CC2=C(CC1/C=N/NC(N)=S)C(C)(C)CCC2 (centres undefined) | -3 | -14 | 0.29 | -11 | 2 | -0.3 | -18 | -2.0 | 4[fluorescence artefact?]
Nc1c(C=C2C=CC(=O)C=C2)c(=O)nc2snc(SCc3ccccc3)n12 | 6 | -16 | . | 1.3 | 12 | 0.9 | -7 | 1.5 | -3
O=C(Nc1nc2c(ccc3ccccc32)s1)c1ccco1 | 2 | -1 | -1.4 | -9.8 | 9 | -0.4 | -1 | 0.1 | -5[fluorescence artefact?]
COC(=O)c1c(C)oc(C)c1S(=O)(=O)Nc1ccccc1 | 13 | -4 | 0.24 | -0.7 | -17 | 0.8 | -10 | -1.1 | -1
COc1cc2c(cc1OC)C(C)N(C(=O)c1cc3c(=O)oc4ccc(C)cc4c3s1)CC2 (centres undefined) | . | . | 0.6 | 1.9 | -308 | 0.1 | 14 | . | 5
O=C(CSc1ncn[nH]1)Nc1ccc(Cl)c(S(=O)(=O)N2CCOCC2)c1 | 3 | -1 | -0.044 | -1.3 | -23 | -0.6 | -6 | 0.9 | -5
Cc1csc(SCC(=O)Nc2ccc3c(c2)OCCO3)n1 | -5 | -93 | 0.29 | 1.3 | 21 | -0.1 | -6 | -0.9 | 5
CCCCC(CC)CNC(=O)C(=O)c1ccccc1NC(C)=O (centres undefined) | -14 | 10 | 1.1 | 0.0 | -10 | 0.7 | -24 | 0.0 | 9
O=C(CCN1C(=O)C2C3C=CC(C3)C2C1=O)N1CC(=O)N(CCc2ccccc2)C(=O)C1 (centres undefined) | 0 | -9 | 0.83 | 0.8 | 5 | 0.5 | -4 | 1.7 | 0
Cc1cccc(C)c1OCC(=O)N/N=C/c1cccn1C | -3 | . | -0.53 | 0.3 | 3 | 1.3 | -7 | -0.2 | -1[fluorescence artefact?]
Cc1ccc(S(=O)(=O)NNC(=O)Nc2ccc(Cl)c(Cl)c2)cc1 | 4 | -9 | 1 | 1.7 | -37 | 1.0 | -2 | 4.2 | -7
CCC(C)NC(=O)c1cccc(C)c1 (centres undefined) | 6 | -13 | 1.7 | 1.8 | 3 | -0.1 | 9 | 0.5 | 1

One compound at a time (already shown). Order of values: Rad51 HR inh, Mdm2 ligase inh, Cl transport mod, TNF death inh, Calpain2 inh, PERK inhibitor, EBV gp42 block, L929 necroptosis, eIF4E 4G PPI
Results for O=C(CCN1C(=O)C2C3C=CC(C3)C2C1=O)N1CC(=O)N(CCc2ccccc2)C(=O)C1 (centres undefined) = 0, -9, 0.83, 0.8, 5, 0.5, -4, 1.7, 0
Results for N#CC1(c2nc3ccccc3[nH]2)CC1c1ccc2c(c1)OCO2 (centres undefined) = 8, -26, -2, -0.3, 4, -0.2, -25, -0.3, 9

Next part
SMILES | Rad51 HR inh | Mdm2 ligase inh | Cl transport mod | TNF death inh | Calpain2 inh | PERK inhibitor | EBV gp42 block | L929 necroptosis | eIF4E 4G PPI
COc1ccccc1C(=O)C1CCCN(C(=O)c2cccnc2SC)C1 (centres undefined) | -391 | 4 | 0.00069 | 0.0 | 5 | 0.6 | -12 | 3.0 | -3
COc1ccc(OC)c(S(=O)(=O)N2c3cc(F)ccc3CCC2C)c1 (centres undefined) | -5 | -3 | -1 | -2.1 | 21 | -0.7 | -13 | -0.3 | 7
COc1cccc(/C=N/N2C(=O)C3C4c5ccccc5C(c5ccccc54)C3C2=O)c1OC (centres undefined) | -4 | -23 | . | -3.4 | 0 | 2.1 | 2 | 0.8 | 3
O=C(NCc1ccc2c(c1)OCO2)C(=O)Nc1ccccc1 | 6 | -10 | 0.014 | -0.2 | -43 | 1.4 | -10 | 0.1 | 0
COC(=O)c1cc(NC(=O)c2cc(C(C)(C)C)nn2Cc2ccc(F)cc2)ccc1N1CCOCC1 | 22 | -8 | -0.8 | -4.6 | -17 | -2.5 | -6 | 2.0 | -3
O=C(Nc1ccc2c(c1)Cc1ccccc1-2)c1cccnc1 | -7 | -7 | -0.92 | 0.8 | -15 | -0.6 | -20 | 1.2 | 3
O=C(Cc1ccccc1)Nc1nnc(-c2cccs2)s1 | . | 6 | 5.4 | 5.4 | -27 | -0.6 | -20 | 0.5 | -5
CCCCN(c1ccccc1)S(=O)(=O)c1cccc2cccnc12 | -7 | . | -1.2 | -1.7 | 22 | 1.2 | -20 | 0.5 | 7
Cc1cccc(Nc2nc(N)c([N+](=O)[O-])c(N3CC(C)CC(C)C3)n2)c1 (centres undefined) | 1 | -7 | -0.56 | 0.5 | 44 | -0.4 | 9 | 2.7 | 0
O=C(Nc1cccnc1)c1ccc(-c2ccc(Cl)cc2)o1 | -7 | -3 | -0.91 | 2.4 | -5 | 0.0 | -7 | 19 | -9
CC(C)(C)[C@H]1C=C(C(=O)NCc2nc3ccccc3[nH]2)O[C@@H](OCCCCO)C1 | 8 | . | -1.1 | 2.3 | -13 | -0.3 | 5 | 0.9 | -1
CCOc1ccccc1C(=O)NC(C(=O)Nc1ccccc1N1CCOCC1)C(C)C (centres undefined) | -3 | 3 | . | -0.5 | -11 | -1.4 | -6 | 0.8 | 1
O=C(NC(N1CCOCC1)C(Cl)(Cl)Cl)c1ccc(Br)cc1 (centres undefined) | 28 | -4 | 0.4 | 1.4 | 4 | 0.3 | 6 | 1.4 | -1
CCOC(=O)NC(=O)COC(=O)c1cccc2ccccc12 | -1 | -10 | -0.26 | -0.9 | -23 | 0.7 | -2 | 0.3 | 0
Cc1ccc(CCN2C(=O)CCC2(C)C(=O)NC2CCCC2)cc1 (centres undefined) | . | . | 0.45 | 0.7 | -13 | 0.1 | -19 | . | 8
CC(/C=C/C1(O)C(C)CC(O)CC1(C)C)OC1OC(CO)C(O)C(O)C1O (centres undefined) | 13 | -19 | 0.85 | -0.1 | -6 | . | -7 | 0.0 | -16
COc1ccc2[nH]cc(CC(=O)O)c2c1 | 0 | 4 | -0.35 | 0.5 | -17 | 0.2 | -4 | 0.7 | 1
CC1CCCN(c2cc3c(cc2[N+](=O)[O-])C(=O)N(c2ccccc2)C3=O)C1 (centres undefined) | -5 | -5 | 0.22 | 0.5 | -2 | 1.2 | -15 | 2.0 | -2
CCOC(=O)c1sc(NC(=O)CSc2nnc(Cc3ccccc3)o2)c(C#N)c1C | . | -5 | -1.8 | -3.6 | -127 | 0.9 | -27 | 0.0 | 13
CCCOc1ccc2oc(=O)c3c(c2c1)CCCN3C(=O)CN1CCCC(C(=O)OCC)C1 (centres undefined) | 5 | -13 | 0.02 | -0.4 | -40 | -1.0 | -1 | -0.5 | 5
c1ccc(CSc2nnc3ccc(-c4cccs4)nn23)nc1 | -1 | -4 | -0.3 | -0.9 | -205 | 0.7 | -2 | 2.0 | -1
COc1cccc(C(C(=O)NCc2ccco2)N(Cc2ccco2)C(=O)Cn2nnc3ccccc32)c1 (centres undefined) | . | -19 | -1.2 | -3.8 | -5 | -1.0 | -4 | -0.2 | 3
Cc1ccc2c(Cl)cc(Cl)c(OCC(=O)NC3CCS(=O)(=O)C3)c2n1 (centres undefined) | 18 | -2 | 10* | -0.3 | -66 | 0.5 | -30 | -0.4 | 4
C=CCN1CCc2nc(N)sc2CC1 | 4 | . | 0.82 | 1.1 | -7 | 1.5 | -23 | -0.8 | -2
Brc1ccc(-c2nnc(-c3ccccc3)c(N3CCSCC3)n2)cc1 | -6 | -5 | . | 1.0 | 21 | 0.2 | -9 | 0.2 | -2

Of the compounds above, 3 have a nitro group on carbon.
SMILES | Rad51 HR inh | Mdm2 ligase inh | Cl transport mod | TNF death inh | Calpain2 inh | PERK inhibitor | EBV gp42 block | L929 necroptosis | eIF4E 4G PPI
COc1ccc(NC(=O)c2ccc(-c3ccc([N+](=O)[O-])cc3)o2)cc1 | 8 | -2 | -0.07 | 1.2 | 16 | -0.1 | 2 | 4.4 | 8
Cc1cccc(Nc2nc(N)c([N+](=O)[O-])c(N3CC(C)CC(C)C3)n2)c1 (centres undefined) | 1 | -7 | -0.56 | 0.5 | 44 | -0.4 | 9 | 2.7 | 0
CC1CCCN(c2cc3c(cc2[N+](=O)[O-])C(=O)N(c2ccccc2)C3=O)C1 (centres undefined) | -5 | -5 | 0.22 | 0.5 | -2 | 1.2 | -15 | 2.0 | -2

Compound activity as filed in PubChem BioAssay.
